Screening results from PubChem BioAssay.
AT treatment: potential ataxia-telangiectasia treatments restoring KAP-1 phosphorylation | […] A-T fibroblasts, KAP-1 phosphorylation AlphaLISA; neocarzinostatin DNA damage 30 min before lysis | Potency, µM (doses to about 57.5 µM), inactives show at the top dose activation, actives largely listed as activators | hit rate 0.19% among 320,000; also: potency is read from the fitted curve at half-maximal effect; % of control where 0% means no effect; nearly all actives have a fitted effect of over 45% in size
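hTERT-immortalized A-T patient fibroblasts ([…]), 500 cells/well in OPTI-MEM, 1% FBS, got compounds for 60 min, then NCS for 30 min at 37C. Lysates were then assayed for phospho-KAP-1 by AlphaLISA (anti-pKAP1 donor, anti-KAP1 acceptor beads), 6 hr at 25C.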
Tb PFK block: inhibitors of T. brucei phosphofructokinase; T. brucei PFK, ADP-Glo luminescence; O15648; hit rate 0.17% among 330,000; AID 485367; Potency, µM (highest dose often 57.5 µM), without a hit: at the highest dose activity, negative = inhibition, actives largely listed as inhibitors;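 also: potency is read from the fitted curve at half-maximal effect; 0% = uninhibited 1x PFK enzyme wells and -100% = no-enzyme wells; nearly all actives have a fitted effect of over 60% in size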
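Activity is normalized to no-enzyme wells (full inhibition) and 1.25 nM enzyme wells (no inhibition). Reaction: 0.5 mM F6P, 0.1 mM ATP, 45 min RT, ADP-Glo luminescence; concentration-response curves fitted and classed by quality.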
BCR signal inh: chronic active BCR signaling inhibition | hit rate 0.05% among 340,000 | AID 493014 | Potency, µM (titrated, usually from 46.1 µM), inactives show top-dose ratio change, negative = lower green/red ratio, hits mostly inhibitors | ABC-DLBCL IkBa-CBG/CBR reporter, luminescence ratio, 4 h; active = well fitted inhibition curve with a large enough effect in the signal ratio, with a control signal flat, not every such curve was filed as active; inconclusive = small, poorly fitted or top-dose-only effect, or effect the other way, or a change in a side signal; the % refers to the signal ratio;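 also: potency is read from the fitted curve at half-maximal effect; plate controls were basal doxycycline-induced cells for no effect and cells given 10 µM MG132 for full effect; MG132 reads +100%, hits lower the ratio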
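Cell line TMD8 (human ABC DLBCL), stably expressing tet-inducible CBG68-IkBa fusion and CBR; IMDM/0.5% FBS; cpd up to 46 uM; dox induction, 4 h, 37C/5% CO2; dual luminescence; green/red ratio; MG132 control.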
Coupling enz: inhibits coupling enzyme system, counter-screen for aldolase hits; coupling enzyme system counterscreen, AmpLite Red fluorescence; activity change, negative = inhibition, % at 58.2 µM, hits read low; hit rate 0.67% among 290,000; in the data active = activity change below about -30%; also: % is scaled to controls: 0 for no effect and ±100 for the full control effect
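Final compound at 57.5 uM, incubated 10 min at RT with coupling enzyme reagent (glyceraldehyde-3-phosphate), then 20 min with substrate and AmpLite Red detection. Fluorescence read at 525/598 nm; tests interference with the coupling assay, not aldolase inhibition.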
hERG WT inh: blocks the wildtype human KCNH2 potassium channel; U2OS, BacMam KCNH2, thallium flux FluxOr; hits give low values; activity change, % at 1.84 µM; hit rate 0.37% among 340,000;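 active = maximum activity change below -70%; inconclusive = maximum activity change between -70% and -50%; inactive = maximum activity change above -50%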; also: % is scaled to controls: 0 for no effect and ±100 for the full control effect
Target sequence (Q12809 whole entry, looked up): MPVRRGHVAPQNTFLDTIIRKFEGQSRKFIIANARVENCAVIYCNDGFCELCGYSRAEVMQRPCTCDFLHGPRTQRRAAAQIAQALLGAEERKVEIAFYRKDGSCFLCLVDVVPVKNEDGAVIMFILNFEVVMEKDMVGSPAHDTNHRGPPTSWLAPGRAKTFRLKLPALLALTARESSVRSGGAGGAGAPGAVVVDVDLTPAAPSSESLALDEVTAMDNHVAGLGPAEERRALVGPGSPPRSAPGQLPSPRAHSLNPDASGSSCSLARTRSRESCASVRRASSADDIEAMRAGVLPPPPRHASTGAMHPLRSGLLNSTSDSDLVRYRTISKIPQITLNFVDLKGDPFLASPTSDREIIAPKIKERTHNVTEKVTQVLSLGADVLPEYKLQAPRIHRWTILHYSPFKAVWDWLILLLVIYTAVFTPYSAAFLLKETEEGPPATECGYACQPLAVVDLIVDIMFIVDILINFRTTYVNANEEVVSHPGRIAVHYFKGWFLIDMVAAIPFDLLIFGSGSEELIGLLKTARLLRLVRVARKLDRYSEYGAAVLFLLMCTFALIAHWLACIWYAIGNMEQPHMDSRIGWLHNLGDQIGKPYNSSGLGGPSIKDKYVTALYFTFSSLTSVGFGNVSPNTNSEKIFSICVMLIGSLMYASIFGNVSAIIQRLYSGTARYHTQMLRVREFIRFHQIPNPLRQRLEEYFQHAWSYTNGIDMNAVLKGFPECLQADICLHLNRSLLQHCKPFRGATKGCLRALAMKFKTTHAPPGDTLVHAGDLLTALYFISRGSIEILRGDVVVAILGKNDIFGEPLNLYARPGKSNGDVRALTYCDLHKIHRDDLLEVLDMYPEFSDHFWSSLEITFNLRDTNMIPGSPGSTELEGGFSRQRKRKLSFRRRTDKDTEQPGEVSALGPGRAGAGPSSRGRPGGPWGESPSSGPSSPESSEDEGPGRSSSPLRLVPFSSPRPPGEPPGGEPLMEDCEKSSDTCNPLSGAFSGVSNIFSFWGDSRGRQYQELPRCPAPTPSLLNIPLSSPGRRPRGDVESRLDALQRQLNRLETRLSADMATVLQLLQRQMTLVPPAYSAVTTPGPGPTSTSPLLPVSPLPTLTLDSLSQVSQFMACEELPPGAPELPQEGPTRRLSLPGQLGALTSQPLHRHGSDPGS
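U2OS cells transduced with wild-type KCNH2 virus are loaded with FluxOr dye for 45 min, and thallium flux is measured in kinetic reads before and after stimulation buffer. Rate constants are normalized to DMSO controls.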
TCR act: activates T cell receptor signaling | primary human leukocytes, anti-CD3, IL-2 HTRF, 48 h | 330,000 tested, under 10 active | Potency, µM (series often up to 9.22 µM), for the others: at the top dose activation of IL-2 secretion, usual class: activators | AID 504894; also: % of control where 0% means no effect
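Primary human leukocytes receive a-CD3 beads and test compound and are incubated 48 hr. Secreted IL-2 is then assayed by HTRF, measuring 665nm acceptor emission after 320nm excitation of the europium donor.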
TSHR antag: blocks TSH signaling through the human TSH receptor. hit rate 0.2% among 330,000. P16473. activity change, negative = inhibition, % at 11.5 µM. AID 504810. TSHR-expressing cells, TSH-stimulated cAMP HTRF, 2 h; hits give low values;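 active = activity change below a set negative limit, meaning inhibition stronger than a set level, cut at about -70% in these data; inconclusive = activity change between two set negative limits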; also: % is scaled to controls: 0 for no effect and ±100 for the full control effect
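Competitive HTRF cAMP read-out (cryptate anti-cAMP antibody, cAMP-d2; 30 min, room temperature) in freshly harvested TSHR cells. Compounds added before TSH at EC80 (4nM final), followed by 2 hours' incubation at 37 deg C.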
CXXC DNA block: MLL CXXC-DNA interaction inhibition; MLL-CXXC / FITC-HOXA9 DNA fluorescence polarization; hit rate 0.037% among 290,000; Potency, µM (doses to about 115 µM), for inactives: at the top dose activity change, negative = inhibition, actives largely listed as inhibitors; Q03164; AID 2662; active = well fitted inhibition curve with a large enough effect in the polarisation, with a control signal flat, not every such curve was filed as active; inconclusive = small, poorly fitted or top-dose-only effect, or effect the other way, or a change in a side signal; inactive = no such curve, though single readings can be large or run the other way; the % refers to the polarisation; also: potency is read from the fitted curve at half-maximal effect
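Steps: dispense CXXC domain solution (7 uM) → pin compounds or unlabeled HOX-A9 DNA control → 5 min ambient → add FLSN-HOX-A9 solution (50 nM) → spin → 30 min ambient → fluorescence polarization. Tris pH 7.5/NaCl/DTT/BSA buffer.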
Giardia killer: Giardia lamblia killing; Giardia lamblia trophozoite viability; activity change, % at 7.66 µM, hits read low; hit rate 0.15% among 340,000; AID 540267; in the data active = activity change below about -80%; inconclusive = between about -30% and that limit;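 also: parasites exposed to compound for two days anaerobically before the ATP read; % is scaled to controls: 0 for no effect and ±100 for the full control effect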
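Trophozoite viability was measured as ATP-dependent luminescence, read 15-30 min after reagent addition. Before that, parasites at 100 cells/well were exposed to compounds for 48 h, anaerobically, at 37 deg C.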
GALK inh: inhibitors of human galactokinase | Potency, µM (highest dose often 57.5 µM), without a hit: top-dose activity change, negative = inhibition, most hits filed as inhibitors | hit rate 0.007% among 270,000 | Purified GALK, Kinase-Glo residual ATP luminescence | P51570; also: potency is read from the fitted curve at half-maximal effect; % is scaled to controls: 0 for no effect and ±100 for the full control effect
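GALK at 5 nM final was combined with compound, 35 uM ATP and 100 uM galactose in HEPES pH8.0 with MgCl2 and DTT. The reaction ran one hour at room temperature before luminescent ATP detection.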
* = called active by the depositor; ? = inconclusive; . = not tested or not shown; [ ] = dose if it differs, or a comment. Unless noted, calls follow the shape of the dose curve; as a rule, active = well fitted curve in the direction sought with a large enough effect; inconclusive = small, poorly fitted or top-dose-only effect, or another doubt; inactive = no such curve, though single readings can be large; an effect the other way counts as inactive or inconclusive.

SMILES	AT treatment	Tb PFK block	BCR signal inh	Coupling enz	hERG WT inh	TCR act	TSHR antag	CXXC DNA block	Giardia killer	GALK inh
CCc1ccc(N2CC(C(=O)N3CCCCCC3)CC2=O)cc1 (stereo not given)	2.5%	0.7%	-1.4%	1.7	7.4	-0.5%	-5.1	17.2%	-12.4	16.4%
CCn1nc(CC(C)C)cc1C(=O)N1CCCC(Nc2ccc(F)cc2)C1 (stereo not given)	0.4%	0.0%	-0.5%	.	-1.0	-4.6%	15.8	-6.5%	9.7	-1.7%
CCC(C)(C)C(=O)Nc1cc([N+](=O)[O-])ccc1Cl	4.2%	-0.4%	-3.9%	0.0	-3.0	-0.1%[46.1 µM]	-3.5	-14.4%	-5.3	1.6%
O=C(COC(=O)c1sc2ccccc2c1Cl)NCC1CCCCC1	7.1%	0.0%	-4.1%	-11.4	-6.1	-4.3%[46.1 µM]	-0.2	-9.2%	-2.2	-0.3%
O=C(O)CCCn1nc(-c2ccccc2)c2ccccc21	11.8%	-1.1%	-18.0%	14.0	-0.8	3.5%	-12.3	-6.6%	0.1	-1.4%
CCOC(=O)c1cnn(-c2ccccc2)c1NC(=O)c1cccs1	-1.7%	5.0%	?	3.9	9.4	2.0%	17.6	0.3%	-8.9	8.2%
COC(=O)C1=C(C)N(CC2CCCO2)C(=O)/C1=C\c1ccc(O)cc1 (stereo not given)	-1.5%	1.3%	?	-3.7	-14.1	-6.4%	0.1	14.6%	-1.2	-1.6%
N#C/C(=C\c1ccco1)C(=O)Nc1cccc2ncccc12	-5.9%	1.9%	-3.2%	3.3	0.0	0.5%[46.1 µM]	0.0	-8.9%	14.2	-2.1%
COc1cc(/C(C)=C/c2ccccc2)c2c(c1)oc1ccccc12	2.5%	-0.2%	?	0.0	.	.	-8.7	11.2%	.	.
Cc1ccc(CNC(=O)CN(C)S(=O)(=O)c2cccc3cccnc23)cc1	7.6%	1.6%	?	5.3	3.7	6.8%	0.8	-5.6%	-11.1	1.8%
COC(=O)C1=C(C)NC(=O)/C1=C\c1cc(C)n(-c2cccc(C)c2)c1C	-2.8%	-0.2%	-2.6%	-11.2	0.4	-4.1%	1.9	-1.8%	16.0	-0.8%
CCCCN1CC(O)=C(c2nc(-c3ccc(Cl)cc3)cs2)C1=N	.	5.8%	-0.1%	2.9	-11.9	0.1%	-12.1	-2.9%	-4.9	3.4%
C[C@@H](Nc1nc(-c2ccccc2)nc2c1oc1ccccc12)C(=O)O	-2.5%	2.0%	10.3%	12.8	4.7	1.0%	2.4	1.5%	5.8	4.0%
COC(=O)C1=CN(c2ccc(Cl)cc2)C=C(C(=O)OC)C1c1ccc([N+](=O)[O-])cc1	-2.9%	0.7%	3.8%	0.3	3.5	1.7%	-8.9	10.2%	-0.7	8.1%
Cc1occc1-c1nnc(SCC(=O)Nc2c(F)cccc2F)n1C	-3.6%	-8.4%	-0.1%	.	-1.6	5.2%	8.3	.	1.0	.
COCCn1c(C)cc(/C=C(\C#N)C(=O)OCC(=O)Nc2ccc(S(N)(=O)=O)cc2)c1C	-5.2%	-2.3%	?	.	-4.4	-1.6%	-0.2	.	8.3	.
O=C(CSc1nc2ccccc2c(=O)n1-c1ccc(F)cc1)Nc1ccc2c(c1)CCC2	5.0%	-7.0%	-0.5%	0.2	-2.9	-2.4%[46.1 µM]	-10.6	6.1%	11.0	-0.4%
CCOC(=O)c1cnc(=O)[nH]c1C	8.9%	-1.8%	1.6%	3.4	0.1	15.0%	3.9	3.6%	5.5	5.0%
CC(C)(C)CC(C)(C)c1ccc(OCC(=O)N/N=C/c2ccc(S(=O)(=O)O)o2)cc1	0.0%	-3.8%	12.5%	3.3	-4.7	-0.2%	-6.0	-8.2%	8.7	-17.1%
COc1ccc(-c2cc3ncc(-c4ccccc4)c(N)n3n2)cc1	7.1%	-9.1%	?	-3.6	-2.0	-0.2%	12.3	-4.7%	?	3.7%
Cc1cc(CNC(=O)c2cccc(OC3CCN(S(=O)(=O)N(C)C)CC3)c2)on1	7.4%	0.1%	0.5%	.	3.0	-31.5%	-6.7	-6.8%	-7.7	-3.2%
Cc1cc(C)c(S(=O)(=O)N2CCOC2CNC(=O)C(=O)NCc2cccnc2)c(C)c1 (stereo not given)	1.8%	-19.3%	0.6%	-3.4	-9.5	3.2%	0.6	-0.3%	4.5	.
O=C(Nc1nnc(-c2ccc(Cl)cc2)o1)C1CCCCC1	-16.2%	18.5%	?	3.3	-2.4	-2.8%	-9.5	7.6%	-11.1	-0.2%
Cc1nn(C)c(C)c1NC(=O)c1ccnn1C	15.0%	2.9%	2.5%	-0.8	-3.1	0.3%	0.3	1.2%	-2.0	6.4%
Cc1ccc(C(=O)Oc2oc(-c3ccccc3)nc2C=Nc2ccc(N(C)C)cc2)cc1	0.4%	-1.5%	?	-4.6	-6.4	-9.2%[46.1 µM]	24.1	?	-10.9	-0.7%
CCN1CCN(C(c2ccccc2)c2nnnn2Cc2ccc(OC)cc2)CC1 (stereo not given)	-1.0%	3.2%	8.4%	1.8	2.5	-4.0%	11.9	-8.2%	?	-2.1%
COC(=O)c1ccc(CSc2nnnn2Cc2ccccc2)cc1	0.5%	-2.6%	?	0.6	4.0	-0.4%	-1.7	-7.8%	-3.9	0.5%
COc1ccc2[nH]cc(/C=N/NS(=O)(=O)c3ccc(C)cc3)c2c1	8.8%	1.7%	-8.2%	-2.6	-4.7	4.3%	-20.2	-5.1%	-8.6	-1.1%
CCCNc1c(NS(=O)(=O)c2ccc(C)cc2C)c(=O)oc2ccccc12	-4.3%	0.6%	?	.	23.9	-0.7%	20.2	7.5%	10.7	2.4%
Cc1ccc(-n2c(=O)c3ccc(C(=O)NCc4ccco4)cc3n(Cc3ccccc3C#N)c2=O)cc1	2.2%	9.9%	-0.5%	2.4	2.5	-4.0%[46.1 µM]	-6.0	-4.6%	-12.9	0.2%

Exported with bars between the fields: two of the compounds above
Compound | AT treatment | Tb PFK block | BCR signal inh | Coupling enz | hERG WT inh | TCR act | TSHR antag | CXXC DNA block | Giardia killer | GALK inh
Cc1ccc(C(=O)Oc2oc(-c3ccccc3)nc2C=Nc2ccc(N(C)C)cc2)cc1 | 0.4% | -1.5% | ? | -4.6 | -6.4 | -9.2%[46.1 µM] | 24.1 | ? | -10.9 | -0.7%
O=C(CSc1nc2ccccc2c(=O)n1-c1ccc(F)cc1)Nc1ccc2c(c1)CCC2 | 5.0% | -7.0% | -0.5% | 0.2 | -2.9 | -2.4%[46.1 µM] | -10.6 | 6.1% | 11.0 | -0.4%

Other entries follow.
SMILES	AT treatment	Tb PFK block	BCR signal inh	Coupling enz	hERG WT inh	TCR act	TSHR antag	CXXC DNA block	Giardia killer	GALK inh
COc1ccc(OC)c(/C=N/NC(=O)c2ccc(=O)[nH]n2)c1	-8.8%	0.7%	-0.8%	2.3	-4.3	-2.5%	10.8	-1.5%	-5.4	1.8%
COc1ccccc1-c1nc2n(n1)C(c1cccs1)C(C(=O)Nc1cccnc1)=C(C)N2 (stereo not given)	-0.5%	-9.5%	8.9%	-4.7	12.2	-2.6%	-1.1	36.6%[activator]	-12.5	-0.8%
O=[N+]([O-])c1ccc2[nH]c(O)c(N=NC(=S)Nc3cccnc3)c2c1	-12.7%	12.2%	3.2%	-2.8	-18.7	-0.2%	-6.4	9.4%	-7.9	-1.7%
C/C(=N\NC(=O)c1ccccc1[N+](=O)[O-])c1ccc(Br)s1	-4.1%	-2.2%	?	1.3	-1.0	1.0%	-18.9	-12.0%	-3.3	7.2%
O=C(/C=C/c1ccccc1)OCc1cnc(Cl)s1	6.0%	-4.9%	0.9%	1.1	-1.3	2.2%	0.6	18.2%	30.8[activator]	8.1%
COc1cc(OC)cc(C(=O)Nc2nnc(SCC(=O)NCC3CCCO3)s2)c1 (stereo not given)	28.2%	1.1%	?	.	21.4	4.6%	-1.1	19.5%	11.4	-3.8%
C/C=C(\C)C(=O)Nc1cccc(C2=NOC3(C2)C[C@H](C(N)=O)N(C(=O)C(c2ccccc2)c2ccccc2)C3)c1 (stereo not given in full)	-9.7%	-4.4%	-11.4%	2.5	.	-3.8%	4.4	1.4%	-3.8	3.1%

Quoted from the listing:
Reading of `O=C(/C=C/c1ccccc1)OCc1cnc(Cl)s1` under CXXC DNA block: 18.2%
Reading of `COc1ccccc1-c1nc2n(n1)C(c1cccs1)C(C(=O)Nc1cccnc1)=C(C)N2` (stereo not given) under AT treatment: -0.5%
Reading of `C/C(=N\NC(=O)c1ccccc1[N+](=O)[O-])c1ccc(Br)s1` under AT treatment: -4.1%
Reading of `O=[N+]([O-])c1ccc2[nH]c(O)c(N=NC(=S)Nc3cccnc3)c2c1` under CXXC DNA block: 9.4%
Reading of `COc1cc(OC)cc(C(=O)Nc2nnc(SCC(=O)NCC3CCCO3)s2)c1` (stereo not given) under TSHR antag: -1.1
